UBC13 polyUb – blocks human UBC13 polyubiquitin chain formation; P61088; TR-FRET; inhibition, % at 20 µM; actives 0.47% (n = 330,000); AID 485273; in the data active means inhibition above about 45%, passing the limit was not always enough
Target sequence (P61088 whole entry, looked up): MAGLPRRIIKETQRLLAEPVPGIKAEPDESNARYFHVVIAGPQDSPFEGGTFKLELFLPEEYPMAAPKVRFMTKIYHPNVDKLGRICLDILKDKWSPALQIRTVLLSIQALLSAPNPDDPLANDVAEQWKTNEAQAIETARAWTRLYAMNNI
SENP8 inh – inhibitors of human SENP8 protease; actives 1.2% (n = 330,000); purified SENP8, Z-RLRGG-aminoluciferin cleavage, luminescence; Q96LD8; inhibition, % at 10 µM
Target sequence (Q96LD8 whole entry, looked up): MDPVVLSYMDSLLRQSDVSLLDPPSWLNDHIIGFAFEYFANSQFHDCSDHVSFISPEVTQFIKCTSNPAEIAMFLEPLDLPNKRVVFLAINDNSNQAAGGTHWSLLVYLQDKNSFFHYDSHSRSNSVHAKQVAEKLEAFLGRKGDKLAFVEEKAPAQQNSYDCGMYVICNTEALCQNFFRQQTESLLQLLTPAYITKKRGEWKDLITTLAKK
697 NFkB inh – inhibitors of the PMA/ionomycin-induced NF-kB reporter in 697 B cells; 697 B-cell NF-kB luciferase reporter, 16 h; inhibition, % at 4 µM; actives 0.33% (n = 330,000); AID 435022; in the data active means inhibition above about 35%
Apaf1 inhib – human Apaf-1 inhibition | reconstituted apoptosome caspase-3 activity, DEVD-Rh110 fluorescence | inhibition, % at 20 µM | actives 0.71% (n = 330,000); active means inhibition of at least 40% at 20 µM;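 further: plate controls were DMSO wells for no effect and DEVD-CHO caspase inhibitor wells for full effect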
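Medium: Hepes buffer, pH 7.5 / System: biochemical Apaf-1 apoptosome reconstitution / Measured by: Rh110 fluorescence, excitation 480 nm, emission 540 nm / Times: compound with Apaf-1, dATP, procaspase-3 30 min, then 50 min reaction, room temperature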
EBI2 antag – EBI2 (human) antagonism | P32249 | EBI2 beta-arrestin recruitment, luminescence, 7a,25-OHC stimulated | inhibition, % at 5 µM | actives 0.81% (n = 360,000) | AID 651636; in the data active means inhibition above about 38%;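 further: enzyme fragment complementation signal reports receptor beta-arrestin coupling in cells; 0% = agonist plus DMSO wells and 100% = wells without agonist; some results beyond the cut were filed as inactive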
CCR6 antagonist – blocks CCL20-driven beta-arrestin recruitment at human CCR6 | P51684 | CHO-K1 CCR6 PathHunter beta-arrestin, luminescence, CCL20-stimulated | inhibition, % at 20 µM | actives 0.49% (n = 340,000) | AID 493098;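 active means compounds whose inhibition of the agonist-driven luminescence signal at 20 µM reaches about 50%, limit read from the data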;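 further: cells stimulated with CCL20 at 14 nM final; plate controls were DMSO with CCL20 for no effect and DMSO without agonist for full effect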
Target sequence (P51684 whole entry, looked up): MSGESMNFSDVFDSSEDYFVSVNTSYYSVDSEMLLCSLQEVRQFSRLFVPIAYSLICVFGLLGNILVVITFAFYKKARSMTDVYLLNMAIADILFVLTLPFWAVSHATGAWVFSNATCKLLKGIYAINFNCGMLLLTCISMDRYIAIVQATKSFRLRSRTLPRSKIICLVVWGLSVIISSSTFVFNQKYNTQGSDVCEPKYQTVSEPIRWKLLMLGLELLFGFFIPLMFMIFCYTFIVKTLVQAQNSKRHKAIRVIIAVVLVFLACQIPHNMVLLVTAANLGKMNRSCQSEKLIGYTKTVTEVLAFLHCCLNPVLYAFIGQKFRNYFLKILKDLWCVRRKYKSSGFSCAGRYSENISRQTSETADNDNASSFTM
Gli-Sufu antag – Gli-Sufu pathway antagonism. Sufu-KO-LIGHT fibroblasts, Gli luciferase reporter luminescence. actives 0.74% (n = 340,000). inhibition, % at 5 µM;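 active means inhibition above about 55%, limit read from the data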;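 further: 0% = DMSO-treated cells and 100% = wells with medium but no cells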
Jurkat NFkB inh – lowers PMA/ionomycin-induced NF-kB signal in Jurkat cells. PMA/ionomycin-induced NF-kB luciferase reporter, luminescence. inhibition, % at 4 µM. actives 0.53% (n = 330,000)
Starred values were filed as active, the others as inactive; x = not tested or not shown. Unless noted, no stated cut-off is given here; in the data, active means inhibition above about 50%; inactive means the rest. This is a subset, so the mix of outcomes need not match the whole.

SMILES	UBC13 polyUb	SENP8 inh	697 NFkB inh	Apaf1 inhib	EBI2 antag	CCR6 antagonist	Gli-Sufu antag	Jurkat NFkB inh
COc1ccc(/C(C)=N/NC(=O)c2nnn(-c3nonc3N)c2CN(C)c2ccccc2)cc1	-3.0	-2.2	-26.6	-2.2	-7.1	8.0	-8.9	8.3
COc1cccc(CNC(=O)CSc2nc3ccc(C)cc3[nH]2)c1	4.0	4.9	-1.7	12.3	12.5	7.7	6.0	-34.9
NC(=O)c1ccc(NC(=O)c2cc(S(=O)(=O)N3CCCCC3)ccc2N2CCOCC2)cc1	-2.0	-10.2	18.1	-7.6	1.8	10.8	-4.4	8.5
CC(C)(C)OC(=O)N1Cc2ccccc2C[C@H]1C(=O)NCC(=O)NCC1CCCO1 (stereo partly drawn)	-4.1	2.6	5.2	-1.8	4.1	11.4	37.7	3.7
CC1=NCCN1S(=O)(=O)c1cccc([N+](=O)[O-])c1	-5.1	1.1	16.2	-8.7	0.5	-7.8	-4.4	-7.3
CCOc1ccccc1NC(=O)Cn1nnc(C(=O)NCCc2ccc(OC)c(OC)c2)c1N	-13.2	-9.4	-0.5	-1.5	-2.1	8.3	-1.9	17.7
CC(C)(CNC(=O)/C=C/c1ccc(F)cc1)CNC(=O)/C=C/c1ccc(F)cc1	-7.7	-6.7	-38.1	22.2	29.9	3.0	-9.2	-28.7
CC(C)Cc1cc(C(=O)Nc2cc(Cl)ccc2Cl)no1	7.8	0.8	-2.5	0.8	-0.9	14.0	21.0	-5.0
CCOc1ccc2nc(N3C(=O)CNC3=S)sc2c1	-10.2	20.0	-185.2	-8.7	-17.1	60.4*	-53.0	-56.8
CC(=O)c1cccc(NC(=O)C2CCCN(S(=O)(=O)c3ccc(F)cc3)C2)c1 (stereo not drawn)	2.2	-4.7	-38.7	1.9	7.2	-8.8	-3.4	-20.5
CCOC(=O)c1c(C)[nH]c(C)c1S(=O)(=O)NCC1CCN(Cc2ccccc2F)CC1	11.0	0.3	-5.8	-8.3	-6.2	-1.1	18.2	-0.8
O=C(Nc1cccc(C(=O)N2CCN(Cc3ccccc3)CC2)c1)c1ccccc1	-0.5	-13.7	-24.7	2.6	-1.1	-8.1	6.5	4.6
Cc1cccc(C(CC(=O)O)n2cccc2)c1 (stereo not drawn)	-21.2	-6.8	1.7	8.5	-16.3	0.3	0.8	3.9
O=C(CCNS(=O)(=O)c1cccc2nsnc12)NCc1cccs1	-14.8	-14.3	0.8	6.9	-3.7	-1.3	1.6	-2.1
Cc1cc(NCCCOC(C)C)n2c(nc3ccccc32)c1C#N	9.6	8.3	-3.1	-3.2	-59.8	0.2	15.2	13.6
CCN(C(=O)CN1C(=O)NC(c2ccccc2)(c2ccccc2)C1=O)c1ccccc1	9.0	3.8	3.7	29.8	1.2	7.3	-24.3	-6.1
Cc1cc(C)c2c(=O)[nH]c(SCC(=O)Nc3ccc(Br)cc3)nc2n1	-14.1	-7.5	20.4	4.3	-6.2	8.8	x	0.9
Cc1ccsc1C(=O)NCC(=O)OCc1ccccc1	1.4	-4.8	3.7	-4.5	2.9	0.2	-11.9	-8.9
CC(=O)C(C)n1c(CN(C)Cc2ccccc2)nc2c1c(=O)n(C)c(=O)n2C (stereo not drawn)	-2.6	0.6	-3.1	-9.4	-10.7	5.4	4.6	9.8
CCn1c(Cc2c(C)[nH]c3ccccc23)nnc1SCC(=O)NCc1ccco1	0.3	2.4	20.5	-14.7	-0.7	14.2	-3.7	-4.1
Cc1ccc(NC(=O)CNc2ccc(N3CCOCC3)cc2)cc1S(=O)(=O)N(C)C	4.7	-2.4	11.5	-2.0	9.7	-6.3	-0.4	17.0
Cn1nnnc1Sc1ncnc2scc(-c3cccc4ccccc34)c12	-7.1	10.0	-56.5	18.8	8.2	4.4	15.8	-21.6
O=[N+]([O-])c1cccc(C2=NCCS2)c1	-9.1	-10.7	0.8	-4.2	2.2	9.4	2.2	-6.6
CCCCn1c(Cc2ccccc2)nnc1SCC(=O)N1CCOCC1	0.5	3.5	-5.0	1.6	-2.0	-8.1	10.8	8.2
CC1CCN(C(=S)Nc2ccc3nc4n(c(=O)c3c2)CCCCC4)CC1	0.9	5.3	-13.5	6.9	-13.3	-7.9	8.3	14.0
CCOC(=O)Cc1csc(NS(=O)(=O)c2ccc3c4c(cccc24)C(=O)N3CC)n1	-9.8	-6.1	13.8	5.9	-5.8	7.9	-17.8	-13.8
COc1cc(OC)cc(-c2c(C#Cc3ccsc3)c3cc(-c4ccccc4OC)ccc3n2C)c1	36.0	0.7	8.9	10.6	8.9	8.6	-6.8	-2.0
COC(=O)c1c(NC(=O)CCl)sc(C(=O)N2CCOCC2)c1C	3.3	-2.1	14.3	5.7	-18.9	-11.4	28.1	8.9
CC12CC3(C)CC(C)(C1)CC(C(=O)NC1=NCCS1)(C2)C3	20.7	3.3	-4.2	2.8	-2.6	-18.4	0.3	5.9
O=c1[nH]c2cc3c(cc2cc1CN(CCO)S(=O)(=O)c1ccccc1Cl)OCCO3	6.8	-4.3	0.7	-7.0	-5.1	-6.3	2.5	-5.0
COc1ccc(Cl)cc1NC(=O)/C=C/C(=O)O	-5.5	-6.6	-11.1	2.5	-6.1	9.1	-2.4	-6.7
CC(C)=CCOc1c2ccoc2c(OCC=C(C)C)c2oc(=O)ccc12	17.0	3.8	-29.2	12.7	12.7	15.6	9.7	-3.4
CCC(C(=O)c1ccc2ncccc2c1)c1ccccc1 (stereo not drawn)	1.5	-2.0	-20.5	-2.8	60.9*	10.1	27.0	15.9
CN(C)c1ccc2c(O)cc(=O)n(C)c2c1	-24.3	-2.5	-1.9	-8.1	-1.8	-8.1	5.0	15.0
CCOc1ccc(N2C(=O)CSC2c2ccncc2)cc1 (stereo not drawn)	4.8	-8.3	1.1	-1.8	5.1	13.0	7.6	-10.6
Cc1ccc(OCC(=O)Nc2ccc(N3CCN(S(C)(=O)=O)CC3)cc2)c(C)c1	-0.9	-3.2	5.0	-8.3	-6.4	7.8	-5.9	12.3
Cc1ccc(C)c(SCC(=O)NC(=O)NC2CCCC2)c1	11.0	3.4	5.1	4.5	5.2	11.7	-27.7	7.2
CC(=O)OCC(=O)Nc1ccc(N=Nc2ccccc2)cc1	-10.9	2.0	-108.4	3.5	4.5	22.9	-76.3	-121.2
Cc1cc(C)cc(OCC(=O)Nc2cc(NC(=O)COc3cc(C)cc(C)c3)cc(C(=O)O)c2)c1	-21.3	7.0	0.2	17.8	-6.9	10.6	-8.8	2.7
CC(C)(C)OC(=O)NCCCC[C@H](NC(=O)c1nc[nH]c1C(=O)NCc1ccccc1)C(=O)OC(C)(C)C	-15.4	-0.5	-6.5	24.5	2.7	9.6	27.5	-5.4
Cc1cc(C(=O)OCC(=O)NCc2ccccc2)c2ccccc2n1	4.4	1.8	8.7	-7.8	-0.8	7.5	15.2	-4.9
CC(=O)Nc1sc2c(c1C(c1ccccc1Cl)N1CCN(CCO)CC1)CCCC2 (stereo not drawn)	24.5	1.3	2.9	4.6	-8.2	6.2	0.4	2.7
O=C(NC1CCN(S(=O)(=O)c2ccccc2)CC1)c1ccccc1	-2.2	-9.5	-0.4	2.3	4.1	7.2	-0.5	-9.2
COC(=O)[C@@]12CCCCN1[C@H](c1ccc(-c3ccc(Cl)c(Cl)c3)cc1)[C@H]1C(=O)N(C)C(=O)[C@H]12	0.7	1.9	2.1	30.7	19.1	9.7	3.7	7.3
O=C(Nc1cccnc1)c1ccc2c(c1)C(=O)N(Cc1cccnc1)C2=O	-1.8	-8.5	13.0	-14.4	0.6	-10.1	-0.2	-6.1
Cc1ccc(C(=O)OCC(=O)c2c(N)n(C)c(=O)n(C)c2=O)cc1S(=O)(=O)N1CCCCC1	-10.2	-8.4	-60.8	14.9	-3.2	5.2	2.5	-9.2
CCOCCn1c(-c2ccccc2)nc2ccccc21	7.8	-0.5	8.2	-3.2	10.1	-1.3	-5.4	0.4
CC(C)(C)Nc1nc(-c2ccc3c(c2)CCN3C(=O)C2CC2)cs1	-1.9	-5.6	-137.0	8.6	5.7	8.2	6.7	-93.0
CC(C(=O)NCC1(c2ccccc2)CCOCC1)N1CCOCC1 (stereo not drawn)	-12.5	-10.8	-16.9	6.9	-6.4	-3.8	-5.7	-8.8
CCCOc1ccc(-c2nnn(CC(=O)N3CCC(C)CC3)n2)cc1	-0.8	-7.5	17.5	-0.1	10.7	7.9	-8.5	6.1

The list continues.
SMILES	UBC13 polyUb	SENP8 inh	697 NFkB inh	Apaf1 inhib	EBI2 antag	CCR6 antagonist	Gli-Sufu antag	Jurkat NFkB inh
CCC(=O)c1ccc(OCC(O)CN2CCN(c3ccccn3)CC2)cc1 (stereo not drawn)	-5.0	1.5	8.1	-5.0	4.8	7.4	18.6	12.5
CC(C)(C)NC(=S)Nc1cccc(C(F)(F)F)c1	-0.8	2.7	-38.3	-8.1	-5.9	17.0	-6.4	5.4
COC(=O)Nc1ccc(S(=O)(=O)N(CCO)CC(F)(F)C(F)F)cc1	-9.2	-0.4	-29.0	17.2	0.4	8.9	-14.0	-2.1
C[C@H](NC(=O)c1ccco1)C(=O)NCCc1ccc(S(N)(=O)=O)cc1	-1.7	-1.2	17.3	-5.6	-3.0	-1.5	-45.3	7.0
O=C(Nc1ccc(Cl)c(Cl)c1)OCc1cccnc1	8.8	-33.5	-41.7	11.6	-3.0	-11.1	-34.1	-40.9
COc1ccc(/C=N/N=C/c2ccc(OC)c(O)c2)cc1O	-9.5	-10.7	-10.6	7.3	-1.0	9.9	-3.1	-7.4
O=C(CCc1ccccc1)NNc1cc(N2CCCCC2)nc(N2CCCCC2)n1	-19.7	3.6	1.7	60.4*	12.0	17.3	4.0	-13.2
COC(=O)C1=C(C)N(Cc2ccccc2)C(=NCc2cccc(Cl)c2)N[C@H]1c1cccc(F)c1	72.0*	-22.1	2.1	67.4*	1.5	25.7	22.4	-6.9
COc1ccc(CNC/C=C/c2ccccc2)cc1	6.8	-0.3	8.2	4.1	-4.0	3.3	16.5	2.9
O=C(NCc1ccc(Cl)cc1)N1CCOCC1	-9.0	1.6	-14.1	10.2	-13.4	-11.4	-5.3	-9.9
Cc1[nH][nH]c(=O)c1N=Nc1ccc(Br)c(Cl)c1	-19.3	86.4*	5.7	3.1	-2.9	26.4	5.1	-13.3
CCC(C)NCCCCOc1cc(C)cc(C(C)C)c1 (stereo not drawn)	14.0	-4.4	0.2	0.8	3.2	3.2	18.9	12.2
O=C(Cn1ncnn1)OCc1ccccc1Cl	2.6	0.4	15.7	6.3	-7.0	-3.0	0.8	0.0
Cn1ccs/c1=N\C(=O)Nc1cccc(C(F)(F)F)c1	6.4	-3.6	-27.5	4.8	3.8	6.4	22.3	-29.0
O=S(=O)(N/N=C1\CC(c2ccccc2)Oc2ccccc21)c1ccccc1 (stereo not drawn)	-12.1	3.5	6.6	-3.7	4.2	15.3	-11.8	5.6
Cc1ccnc(Nc2nc(-c3ccc(O)cc3)cs2)c1	4.0	-2.1	-111.0	0.6	-7.8	-19.5	-34.8	-72.2
